NR2F2 inh = NR2F2 transcriptional activity inhibitors, primary screen, cell-based, luciferase reporter, HEK293T, luminescence | COUP transcription factor 2 (Homo sapiens), P24468 | HEK293T NGFI-A luciferase reporter | inhibition, % at 8.6 µM | 370,000 compounds, 0.7% hits | AID 686940, 2013;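 active means inhibition above a per-plate cutoff, mean inhibition of test wells between control levels plus 3 SD, cut at about 38% in these data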;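 further: cells cotransfected with COUP-TFII expression vector driving the NGFI-A reporter; 0% = median of COUP-TF2 test wells and 100% = reporter-only cells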
Target sequence (P24468 whole entry, looked up): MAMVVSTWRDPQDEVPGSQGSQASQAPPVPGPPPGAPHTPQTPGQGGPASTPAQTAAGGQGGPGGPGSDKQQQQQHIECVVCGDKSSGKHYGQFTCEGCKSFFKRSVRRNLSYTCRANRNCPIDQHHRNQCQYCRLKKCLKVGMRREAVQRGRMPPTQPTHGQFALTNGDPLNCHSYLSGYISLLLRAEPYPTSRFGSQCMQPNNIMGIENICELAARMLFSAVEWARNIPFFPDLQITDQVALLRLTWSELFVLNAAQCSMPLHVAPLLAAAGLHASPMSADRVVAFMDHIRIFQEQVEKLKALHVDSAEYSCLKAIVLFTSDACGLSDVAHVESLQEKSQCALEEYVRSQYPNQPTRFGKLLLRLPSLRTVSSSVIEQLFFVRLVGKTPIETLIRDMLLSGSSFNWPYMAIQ
TLR9-MyD88 inh = inhibitors of TLR9-MyD88 association in cells, primary screen, cell-based, CHO, BLA complementation, fluorescence | Toll-like receptor 9 (Homo sapiens) + Myeloid differentiation primary response protein … | CCF4 FRET ratio | inhibition, % at 4.98 µM | 340,000 compounds, 0.21% hits | AID 504734, 2011;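 active means inhibition above the mean over all tested compounds plus 3 SD, cut at about 21% in these data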;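 further: 0% = DMSO only wells and 100% = clavulanate BLA inhibitor control wells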
LRH-1 inv ag = LRH-1 (NR5A2) inverse agonists, primary screen, cell-based, luminescence, HEK293T, StAR-luciferase reporter; LRH-1 transfected, 24 h; 360,000 compounds, 0.13% hits; AID 602396, 2012; inhibition, % at 3.6 µM; Nuclear receptor subfamily 5 group A member 2 (Homo sapiens), O00482;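 active means inhibition above the mean inhibition of all tested compounds plus 3 SD, cut at about 73% in these data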;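 further: 0% = DMSO wells and 100% = reporter-only cells lacking LRH-1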
TROY NFkB inh = inhibitors of TROY-driven NF-kB signaling, primary screen, Q293 LMP1-TROYcd cells, NF-kB luciferase, uHTS | Q293 LMP1-TROYcd NF-kB luciferase reporter, 4 h | inhibition, % at 10 µM | 360,000 compounds, 0.98% hits | AID 1347056, 2019;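 active means compounds whose plate-normalised and pattern-corrected inhibition of the luciferase reporter signal at the single screening dose is 50% or more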
SRC1 inh = SRC1 coactivator transcriptional activity inhibitors, primary screen, cell-based, luminescence; AID 588354, 2011; Nuclear receptor coactivator 1 (Homo sapiens), Q15788; inhibition, % at 3.6 µM; 360,000 compounds, 0.12% hits; HEK293 GAL4-SRC1 luciferase reporter;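 active means inhibition above the campaign mean plus 3 SD, with each screening campaign given its own cutoff, cut at about 60% in these data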;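 further: 0% = DMSO treated cells and 100% = gossypol at 36 µM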
Vif imaging = HIV Vif self-association inhibitors, primary screen, imaging, HEK293T, single point. HEK293T cells, Vif self-association by quenched fluorescence, 24 h. inhibition, % at 7.49 µM. 340,000 compounds, 0.35% hits. AID 602346, 2012; in the data active means inhibition above about 50%, passing the limit was not always enough; further: some results filed as inactive read as strong as hits
NOD2 RIPK2 PPI = NOD2-RIPK2 binding disruptors in cells, primary screen, fluorescence, CHO cells, BLA complementation; Receptor-interacting serine/threonine-protein kinase 2 (Homo sapiens), O43353; CCF4 ratio; inhibition, % at 4.98 µM; 360,000 compounds, 0.38% hits; in the data active means inhibition above about 21%;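 further: 0% = vehicle only and 100% = reference blocker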
C8 TRAIL sens = viability loss with TRAIL in NB7+C8 cells, primary screen, TRAIL sensitizer project, cell-based, ATPlite luminescence; 360,000 compounds, 1% hits; inhibition (viability loss, TRAIL sensitization), % at 10 µM;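 active means compounds causing at least 50% loss of cell viability in the single-dose screen, relative to plate controls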
SRC3 inh = SRC3 coactivator transcriptional activity inhibitors, primary screen, cell-based, luminescence; HEK293 GAL4-SRC3 luciferase reporter; inhibition, % at 3.6 µM; 360,000 compounds, 0.17% hits; Nuclear receptor coactivator 3 (Homo sapiens), Q9Y6Q9;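 active means inhibition above a per-campaign cutoff, the mean of all compounds plus 3 SD, cut at about 60% in these data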;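 further: 0% = DMSO-treated cells and 100% = gossypol-treated cells at 36 µM; higher means less SRC3-driven luciferase light from the GAL4 reporter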
SRC2 inh = inhibition of GAL4-SRC2 driven luciferase reporter, primary screen, SRC2 inhibitor project, cell-based, luminescence. Nuclear receptor coactivator 2 (Homo sapiens), Q15596. HEK293 GAL4-SRC2 luciferase reporter. inhibition, % at 9 µM. 370,000 compounds, 0.17% hits;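 active means inhibition above the mean inhibition of all tested compounds plus 3 SD, set per campaign, cut at about 52% in these data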;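 further: 0% = DMSO treated cells and 100% = cells given Gossypol at 36 µM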
LMP1 NFkB inh = EBV LMP1-driven NF-kappaB luciferase reporter inhibitors, primary screen, cell-based, luminescence, single point. LMP1-induced NF-kappaB luciferase reporter cells. inhibition, % at 12.5 µM. 350,000 compounds, 0.69% hits; in the data active means inhibition above about 41%;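 further: 0% = neutral control wells and 100% = reference inhibitor control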
Starred values were filed as active, the others as inactive; / = no result given.

SMILES | NR2F2 inh | TLR9-MyD88 inh | LRH-1 inv ag | TROY NFkB inh | SRC1 inh | Vif imaging | NOD2 RIPK2 PPI | C8 TRAIL sens | SRC3 inh | SRC2 inh | LMP1 NFkB inh
Cc1nc2ccccc2n(CC(=O)Nc2cc(Cl)cc(Cl)c2)c1=O | 6 | -11 | -21 | -1 | 9 | -5 | -9 | 15 | 3 | -1 | 6
COc1ccc(OC)c(NC(=O)CCNS(=O)(=O)c2ccc3c(c2)oc(=O)n3C)c1 | 5 | -2 | 10 | -4 | 2 | -13 | -15 | -3 | 9 | -19 | 6
O=C(COC(=O)C1(c2ccccc2F)CCCC1)N1CCNC1=O | 1 | -3 | -5 | 3 | -1 | -10 | -16 | -11 | 0 | -7 | -8
COc1ccc(CN2C[C@@H](CO)O[C@@H](n3cnc4c(NC5CC5)ncnc43)C2)cc1 | 16 | / | 7 | 0 | 11 | 4 | -1 | 4 | 3 | -2 | /
CC(C)=NNc1nc(-c2ccc(N3C(=O)CCC3=O)cc2)cs1 | 13 | -6 | -4 | -15 | -3 | 1 | 11 | 5 | 1 | -3 | -6
COCOCCn1cc(CN2CCS(=O)(=O)N(Cc3ccc(-c4ccc(C)cc4)cc3)C(CC(C)C)C2=O)nn1 (centres undefined) | 4 | 7 | 18 | -6 | 7 | -2 | -8 | 2 | -3 | -7 | 0
Cc1nc2nc(N)nn2c(C)c1C/C=C/c1ccccc1 | -2 | 0 | 3 | 16 | 4 | 9 | -6 | 3 | -10 | 21 | -6
COc1cccc(CNC(=O)C2CCN(S(=O)(=O)c3cccc4nonc34)CC2)c1 | 9 | -4 | -4 | 6 | 19 | 9 | 3 | 18 | -10 | 8 | -2
CCC(C)OC(=O)C1=C(C)NC(=O)CC1c1ccccc1OC (centres undefined) | 7 | -11 | 7 | -13 | 4 | -1 | 3 | -4 | 21 | -19 | 1
CC(C)(C)n1nnnc1CN1CCN2CCCC2C1 (centres undefined) | 9 | -3 | 2 | -4 | -20 | 9 | -5 | -16 | 0 | -1 | -3
O=C(NCc1cc(C(F)(F)F)cc(C(F)(F)F)c1)C1CC(c2c(Cl)cccc2Cl)=NO1 (centres undefined) | 6 | -1 | 6 | -8 | -13 | 2 | -6 | -3 | 15 | -1 | -8
O=C(c1cccc2ccccc12)N1CCC(N2CCN(c3ccccc3)CC2)CC1 | -14 | -2 | 7 | -14 | 8 | 9 | -2 | 0 | 2 | 14 | 8
O=C(NCc1ccc(Cl)cc1)C1CCN(C(=O)c2ccc(Cl)cc2)CC1 | 2 | 0 | 11 | 2 | -10 | -5 | -2 | 1 | 7 | -10 | 2
Cc1cccc2c(=O)c(-c3ccc4c(c3)OCO4)c(NC(=O)c3ccco3)oc12 | -1 | 5 | 8 | 4 | -8 | -3 | 2 | -8 | -4 | 10 | 1
O=C(CN1C(=O)c2cccc3cccc1c23)NCc1ccncc1 | 4 | 3 | -1 | 11 | -27 | / | -9 | 6 | -3 | -16 | 2
CC(=O)c1ccc(NC(=O)CSc2nc3nc(C)cc(C)n3n2)cc1 | 2 | -11 | -6 | -3 | -8 | 0 | -22 | 2 | 1 | -1 | -11
CC(C)CCNC(=O)c1ccccc1NC(=O)C1=CSCCO1 | -12 | -18 | 4 | -1 | -7 | 0 | 3 | -6 | -2 | -23 | -2
Cc1ccccc1-c1nnc(NC(=O)c2ccc(N3C(=O)CCC3=O)cc2)s1 | -9 | -14 | -7 | -13 | -12 | 0 | 3 | 2 | -25 | 20 | -2
CCC(C)(C)NC(=O)CN(C(=O)c1snc(C(N)=O)c1N)c1ccc(OC)c(OC)c1 | 7 | -1 | 4 | 20 | 8 | 3 | 3 | -7 | 6 | 1 | 6
Cn1cc(CNC(=O)c2sc3cccc(Cl)c3c2Cl)cn1 | -8 | 0 | 1 | -6 | 4 | 4 | -4 | -2 | 5 | 10 | 12
Cc1ccc(S(=O)(=O)n2ccc(-c3ccc(OCc4c(F)cccc4Cl)cc3)n2)cc1 | -1 | 8 | -17 | -31 | -2 | -10 | 4 | -6 | 22 | 11 | 31
Cc1c(NC(=O)c2coc(=O)c(Br)c2)c(=O)n(-c2ccccc2)n1C | -9 | 12 | 1 | / | -4 | -8 | -2 | 12 | -6 | -31 | 4
Cc1nc(N2C(=O)C(=O)/C(=C(/O)c3ccccc3)C2c2ccco2)sc1C (centres undefined) | 5 | -5 | -2 | 7 | 0 | 3 | -7 | -10 | -2 | 16 | -4
CC(C)Cc1cc(C(=O)NCc2cccnc2)no1 | -5 | 1 | -82 | -27 | -42 | 1 | -1 | -5 | -23 | -11 | -10
COc1ccc(CNC(=O)c2cc(-c3cc(C)cc(C)c3O)n[nH]2)cc1 | 10 | -7 | 4 | -3 | 0 | -1 | 2 | 2 | 10 | -11 | -5
(more compounds)
SMILES | NR2F2 inh | TLR9-MyD88 inh | LRH-1 inv ag | TROY NFkB inh | SRC1 inh | Vif imaging | NOD2 RIPK2 PPI | C8 TRAIL sens | SRC3 inh | SRC2 inh | LMP1 NFkB inh
Cc1ccc(C2C3CN(C(C)C)CC=C3C(C#N)=C(N)C2(C#N)C#N)cc1 (centres undefined) | 15 | 5 | 0 | 1 | 11 | / | -1 | -6 | 2 | -35 | 6
COc1ccc(-n2c(=O)c(CCC(=O)NCCc3ccccc3F)nc3ccccc32)cc1 | 3 | 1 | -7 | 9 | -19 | 3 | 0 | 5 | 17 | 11 | 6
CCCCN1C(=O)N(C)C2NC(=S)NC21 (centres undefined) | 12 | / | -8 | -3 | 8 | 2 | -13 | 5 | 24 | -8 | -2
COc1cccc(N2CCN(c3ncccn3)CC2)c1 | -44 | -10 | -73 | -23 | -41 | 8 | -15 | 4 | -35 | -20 | -3
CCCCC(=O)Nc1ccc(N2CCN(C(=O)CC)CC2)cc1 | 9 | 1 | -13 | 18 | -4 | -2 | -6 | 8 | 16 | 1 | 2
O=Cc1ccc(Oc2cc(-c3ccccc3)nc(-c3ccccc3)n2)cc1 | -5 | 5 | 19 | -5 | 21 | -8 | -6 | -2 | 20 | -37 | 1
Cc1ccc(C(=O)NCC(=O)N(C)Cc2ccccc2C)s1 | -8 | 2 | -43 | -45 | -31 | 35 | -2 | -12 | -22 | -25 | -3
CCOC(=O)c1[nH]c(C)c(C(=O)NC2CCCC2)c1C | 15 | -2 | 8 | -7 | 0 | -5 | -2 | 4 | -16 | -25 | -8
CCOc1cc2[nH]c(=O)n(CCCC(=O)N(C)Cc3ccccc3)c(=O)c2cc1OCC | 3 | 9 | -12 | 8 | -51 | 6 | -3 | 13 | 3 | 14 | 11
Cc1ccc(C(=O)Nc2cccc(NC(=O)CN3CCCCC3)c2)cc1 | -14 | -10 | -16 | -29 | -4 | 2 | -7 | 3 | -22 | -13 | -3
Cc1ccc(CNC(=O)COC(=O)C2CCC2)cc1 | 3 | 0 | -10 | 2 | -8 | 0 | -4 | 8 | -18 | 10 | 16
COc1cccc(NS(=O)(=O)c2cc(C)ccc2OC)c1 | 3 | -6 | -4 | -3 | -4 | 0 | -14 | 7 | -7 | 7 | 0
COc1ccc(/C=C2\CCn3c2nc2cc(C(=O)O)ccc2c3=O)cc1 | 8 | 1 | -1 | -6 | -7 | -8 | -5 | -4 | -2 | 4 | 5
CCNS(=O)(=O)c1c(C)cc(N2CCCC2=O)cc1C | 13 | 5 | -13 | 5 | 7 | 3 | 1 | -5 | -2 | 19 | 7
COc1ccc(/C(C)=N/NC(=O)CN(c2ccc(OC)cc2)S(=O)(=O)c2ccccc2)cc1 | 25 | 0 | 6 | -6 | 8 | 14 | 1 | 4 | 9 | 30 | 7
O=C(c1ccco1)N1CCN(C(=O)c2oc(=O)c3ccccc3c2-c2ccccc2)CC1 | -15 | -1 | -9 | -14 | -4 | -3 | -3 | -9 | -14 | -12 | -8
Cc1cc(C)c(OCC(O)CN2CCN(c3ccccn3)CC2)c(C)c1 (centres undefined) | -1 | -4 | -2 | 13 | 8 | -19 | 3 | 9 | 4 | -5 | -2

Only part of the results is shown; the hit share may differ from the screen's.
